# Bioassay records from PubChem.
# Granule exo inh = lytic granule exocytosis inhibition; TALL-104 LAMP-1 surface exposure, flow cytometry; cells stimulated with thapsigargin and PMA; inhibition, % at 10 µM; hit rate 0.66% among 360,000; AID 651702;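 active = inhibition above about 55%, limit read from the data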
# TROY NFkB inh = TROY signaling inhibition | Q293 LMP1-TROYcd NF-kB luciferase reporter, 4 h | inhibition, % at 10 µM | hit rate 0.98% among 360,000 | AID 1347056;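 active = compounds whose plate-normalised and pattern-corrected inhibition of the luciferase reporter signal at the single screening dose is 50% or more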
# LRH-1 inv ag = inverse agonists of human LRH-1 (NR5A2); O00482; HEK293T StAR-luciferase reporter, LRH-1 transfected, 24 h; inhibition, % at 3.6 µM; hit rate 0.13% among 360,000; AID 602396;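 active = inhibition above the mean inhibition of all tested compounds plus 3 SD, cut at about 73% in these data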;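 note: 0% = DMSO wells and 100% = reporter-only cells lacking LRH-1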
# NCOA2 inhibitor = human SRC2 (NCOA2) inhibition; hit rate 0.17% among 370,000; Q15596; HEK293 GAL4-SRC2 luciferase reporter, luminescence; inhibition, % at 9 µM;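 active = inhibition above the mean inhibition of all tested compounds plus 3 SD, set per campaign, cut at about 52% in these data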;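 note: 0% = DMSO treated cells and 100% = cells given Gossypol at 36 µM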
# TLR9-MyD88 inh = blocks human TLR9 binding to MyD88; AID 504734; Q9NR96+Q99836; hit rate 0.21% among 340,000; CHO BLA complementation TLR9-MyD88, CCF4 FRET ratio; inhibition, % at 4.98 µM;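 active = inhibition above the mean over all tested compounds plus 3 SD, cut at about 21% in these data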;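 note: 0% = DMSO only wells and 100% = clavulanate BLA inhibitor control wells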
# SRC1 inh = inhibits human SRC1 coactivator. HEK293 GAL4-SRC1 luciferase reporter, luminescence. inhibition, % at 3.6 µM. Q15788. hit rate 0.12% among 360,000;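 active = inhibition above the campaign mean plus 3 SD, with each screening campaign given its own cutoff, cut at about 60% in these data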;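 note: 0% = DMSO treated cells and 100% = gossypol at 36 µM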
# NOD2 RIPK2 PPI = inhibitors of human NOD2-RIPK2 interaction; CHO BLA complementation NOD2-RIPK2, CCF4 ratio; inhibition, % at 4.98 µM; hit rate 0.38% among 360,000; O43353; AID 624267; in the data active = inhibition above about 21%;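 note: 0% = vehicle only and 100% = reference blocker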
# SRC3 inh = inhibitors of human steroid receptor coactivator 3 (SRC3); inhibition, % at 3.6 µM; HEK293 GAL4-SRC3 luciferase reporter, luminescence; Q9Y6Q9; AID 588352; hit rate 0.17% among 360,000;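 active = inhibition above a per-campaign cutoff, the mean of all compounds plus 3 SD, cut at about 60% in these data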;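 note: 0% = DMSO-treated cells and 100% = gossypol-treated cells at 36 µM; higher means less SRC3-driven luciferase light from the GAL4 reporter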
# TWEAK-Fn14 inh = inhibitors of TWEAK-Fn14 interaction signaling; TWEAK-stimulated Fn14 reporter cells, luciferase luminescence, 8 h; inhibition, % at 10 µM; hit rate 2% among 360,000; AID 1159606; in the data active = inhibition above about 50%
# NR2F2 inh = NR2F2 (human) inhibition, primary screen; P24468; HEK293T NGFI-A luciferase reporter, luminescence; inhibition, % at 8.6 µM; hit rate 0.7% among 370,000;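 active = inhibition above a per-plate cutoff, mean inhibition of test wells between control levels plus 3 SD, cut at about 38% in these data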;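 note: cells cotransfected with COUP-TFII expression vector driving the NGFI-A reporter; 0% = median of COUP-TF2 test wells and 100% = reporter-only cells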
# ABHD5 PLIN5 PPI = inhibitors of human ABHD5-perilipin-5 interaction | Split G. princeps luciferase complementation, luminescence, 4 h | inhibition, % at 4 µM | Q00G26+Q8WTS1 | hit rate 0.78% among 360,000;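 active = inhibition above the mean inhibition across every tested compound plus 3 SD, cut at about 22% in these data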;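 note: 0% = DMSO only wells and the 100% control is not disclosed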
# Numbers without * were called inactive; nt = not tested or not shown. An excerpt; the hit share may differ from the screen's.
SMILES,Granule exo inh,TROY NFkB inh,LRH-1 inv ag,NCOA2 inhibitor,TLR9-MyD88 inh,SRC1 inh,NOD2 RIPK2 PPI,SRC3 inh,TWEAK-Fn14 inh,NR2F2 inh,ABHD5 PLIN5 PPI
C/C(=N/NC(=O)CN1CCN(S(=O)(=O)c2ccc(C)cc2)CC1)c1ccco1,-3,14,8,-22,-5,-14,-3,-17,-10,-9,-7
COc1ccc(Cl)cc1Nc1cc(C)nc2nc(C)nn12,12,-4,29,3,-4,7,-8,28,16,-5,7
COc1cc(C2/C(=C(\O)c3cc(C)ccc3C)C(=O)C(=O)N2CCN(C)C)ccc1O (stereo not given),4,-12,-1,-40,-5,3,-4,15,-20,3,2
CC(C)c1ccc(NC(=S)NNC(=O)c2cccs2)cc1,2,-43,-56,-6,0,-72,-4,-73,-25,-42,-6
COc1ccccc1Nc1nc2nonc2nc1N1CCC(C)CC1,-3,12,1,-2,-6,-8,-3,4,12,-6,2
COc1ccc(Cn2nnc3c(=O)[nH]c(C4CCN(S(=O)(=O)c5ccc(C)cc5)CC4)nc32)cc1,-12,-5,-5,-23,-11,1,2,16,-24,16,11
Cc1ccc(S(=O)(=O)NC(=O)c2cccc(C)c2)cc1,-6,0,-1,25,7,2,-8,-14,7,-8,1
CCN(CC(=O)NCc1ccc(Cl)cc1)C(=O)CSc1cc(C)ccc1C,3,13,-12,-5,0,1,9,-4,-2,20,-2
O=C(O)c1ccc(-n2c(/C=C/c3ccccc3)nc3ccccc3c2=O)cc1,17,-10,-13,-4,-2,5,-3,1,-5,11,-7
Cc1ccccc1NC(=O)COc1ccccc1C,1,-27,-36,-61,5,-26,-2,-17,0,-2,4
COc1ccc(NC2CCCN(C(=O)CCn3cccn3)C2)cc1 (stereo not given),2,11,-15,-14,-6,13,-1,-16,-12,-14,-8
Cc1nc(C)c(C(=O)Nc2cccc(C)c2C)s1,-4,-11,-7,-1,-10,-75,-1,3,8,0,8
COc1cccc(/C=C/C(=O)N2CCN(S(=O)(=O)c3ccccc3)CC2)c1,-5,-6,-9,-3,1,-13,2,-14,3,-14,1
COc1ccc(-n2ncc3c(N4CCN(c5cc(C)ccc5C)CC4)ncnc32)cc1,-2,-11,18,4,5,-3,-6,5,-18,-12,-1
O=C(NC1CCCC1)N[C@@H]1CC[C@@H](CC(=O)N2CCOCC2)O[C@@H]1CO,-1,nt,0,-16,nt,nt,-2,nt,nt,-1,2
Cn1c(=O)c2[nH]c(C3CCCC3)nc2n(C)c1=O,-4,1,13,3,-6,-5,-5,-11,13,-10,-4
O=C(NCc1cccc(C(F)(F)F)c1)N1CCN(S(=O)(=O)c2ccccc2F)CC1,25,-17,2,-16,-3,-9,4,-16,4,-24,-15
COc1cc2c(cc1OC)C(C)N(C(=O)c1c(-c3ccccc3)noc1C)CC2 (stereo not given),5,-13,6,7,-2,-14,-13,9,13,25,-8
CCC1=NN(C(=O)C(=O)Nc2ccc(Br)cc2)C(O)(C(F)(F)F)C1 (stereo not given),2,16,-7,7,-2,-5,-1,14,3,-13,21
CC1Oc2ccc(C#N)cc2N(Cc2ccc(F)cc2)C1=O (stereo not given),-6,11,-8,nt,nt,8,-8,10,7,nt,4
COC(=O)[C@]12CCCCC=C1N(Cc1ccco1)C(=O)[C@H](CC(=O)NCc1ccccc1)C2,1,7,-6,5,nt,nt,3,nt,6,-1,-4
CCCCNC(=O)C1c2ccccc2OCC(=O)N1CCc1ccc(OC)c(OC)c1 (stereo not given),-3,2,-8,-1,nt,nt,-15,nt,-5,-7,-1
O=NN(Cc1cccnc1)Cc1cccnc1,2,30,9,-6,nt,-12,-4,18,7,6,-2
COCCCN1C(=O)C(=O)/C(=C(/O)c2ccc(S(=O)(=O)N3CCCCC3)cc2)C1c1cccc(OC)c1 (stereo not given),-2,-11,0,-11,0,7,-1,4,-10,-27,15
CCCCCc1ccc(-c2cn(CC3CCCCC3)nn2)cc1,-5,-33,-17,-10,-3,-4,-5,0,-15,-9,2
CCOC(=O)C1=NS(=O)(=O)NC(C)=C1,0,10,-8,-2,-10,1,6,-7,6,-14,0
CC(C)(C)c1ccc(OCC(=O)N/N=C/c2ccsc2)cc1,-4,-51,-22,-8,-4,-4,-1,12,-23,6,-1
CCC1=C(OC(=O)N(CC)CC)N2C(=O)OC(=NCCc3c[nH]c4ccccc34)[C@]2(Cc2ccccc2)[C@H]2C1=CC[C@H]1C(=O)N(CC)C(=O)[C@H]12,0,2,-26,-2,-5,-2,-11,4,21,4,-3
CCOc1cc(C=O)c(Br)cc1OC1CCCC1,4,21,-7,4,-6,-2,-8,-6,8,7,-5
CC(=O)N1CCN=C1SCc1ccc(F)cc1,2,-12,-8,-1,-2,-8,-11,8,-12,7,6
CNC[C@H]1Oc2cc(Br)ccc2S(=O)(=O)N([C@@H](C)CO)C[C@@H]1C,3,8,12,-15,-10,6,-1,-2,0,-10,3
Cc1ccccc1-n1c(SCC(=O)N(C)C2CCS(=O)(=O)C2)nnc1-c1ccncc1 (stereo not given),-1,-14,-3,-16,-7,11,-10,17,25,-23,2
Cc1ccc(-c2cc(C(=O)N/N=C/c3ccc([N+](=O)[O-])o3)c3ccccc3n2)o1,-3,7,-17,-78,-4,-56,1,-37,3,-38,-1
Cn1c(=O)[nH]c(=O)c2c1nc(SCCN1CCCCC1)n2Cc1ccccc1,1,6,-22,-14,4,-11,-3,-2,14,17,-5
Cc1ccc(C)c(-n2cc[nH]c2=S)c1,-2,15,9,-22,-13,6,-5,20,15,-10,-5
CC(C)c1onc(C(=O)NCc2cccs2)c1[N+](=O)[O-],3,11,13,20,-7,4,-6,14,16,3,1
Cc1cccc(NC(=O)CCn2nc(C)cc2C)c1,-2,1,-7,16,9,-17,1,-10,7,8,0
CC(NC(=O)CN(C)S(=O)(=O)c1cccc2nsnc12)c1ccccc1 (stereo not given),2,1,-2,4,-4,15,-14,-10,-7,21,-4
CCOC(=O)C1(C#N)C(=O)CSC1=Nc1ccccc1Cl (stereo not given),-11,-1,-16,-11,1,3,6,-11,-12,-1,1
COc1ccc(NC(=O)CN(C)C(=O)CNC(=O)c2ccc(C)s2)cc1,1,-15,-23,-6,-1,10,-7,-16,-9,-23,2
CCOC(=O)C1CCN(S(=O)(=O)c2ccc3oc(=O)ccc3c2)CC1,1,-48,9,0,-2,-27,-1,7,10,-12,-8
Cc1cc(=O)oc2cc(NC(=O)c3cccc(F)c3)ccc12,-10,-8,23,-33,4,-47,0,-45,-48,-1,1
CCCCC(=O)NC(c1ccc(N(C)C)cc1)c1ccc2cccnc2c1O (stereo not given),14,6,13,3,4,46,6,44,9,-31,23*
COc1cc(NS(=O)(=O)c2cccc3nsnc23)c(C(=O)O)cc1OC,-2,13,8,-16,-3,-28,-2,9,0,4,6
CCCCNS(=O)(=O)c1ccc(S(=O)(=O)N2CCC3(CC2)OCCO3)cc1,0,2,6,6,-4,3,-3,6,4,11,2
CCCCCCn1c(=O)c(F)cn(Cc2ccc(OC)c([N+](=O)[O-])c2)c1=O,-1,-9,3,1,0,0,4,-11,-40,-7,-2
O=C(NNC(=O)c1cccc(-n2cnnn2)c1)c1ccccc1,6,-3,14,-35,11,-48,5,2,-17,1,-2
O=C(Cc1nc2ccccc2[nH]c1=O)c1ccc(Cl)cc1,12,-65,-45,-23,9,-88,5,-67,-7,-35,-2
O=C(CN1C(=O)C2(OCCO2)c2ccccc21)c1ccc(F)cc1,0,-31,14,-34,-8,-1,-13,3,-1,-6,9
O=C(COc1ccccc1Cl)Nc1nc(-c2cccs2)cs1,7,3,-30,-13,-2,4,-13,8,-6,-4,-7
Cc1ccc(S(=O)(=O)N2CC(O)C[C@H]2C(=O)OCC(=O)N2CCN(c3ccc(F)cc3)CC2)cc1C (stereo not given in full),0,5,0,1,5,0,3,12,1,19,8
O=C(/C=C/Sc1ccccc1)c1ccc(Cl)cc1,0,30,-24,-17,4,-22,1,-18,78*,-1,38*
CC(C)(C)C1CCC(=NNC(=O)C2COc3ccccc3O2)CC1 (stereo not given),1,-6,9,-33,12,-1,-12,-12,18,16,4
O=C(Nc1ccc(Br)c(Cl)c1)c1ccco1,-4,-37,-106,-33,-3,-64,-5,-39,-10,-46,1
CCc1nc(SCC(=O)Nc2ccc([N+](=O)[O-])cc2)n[nH]1,7,3,-7,-25,-5,-14,-7,17,16,3,0
CCN1C(=O)c2ccccc2S(=O)c2ccc(C(=O)NCCCN3CCCC3=O)cc21 (stereo not given),-4,-10,19,2,-4,-7,-9,-4,-9,0,1
Cc1oc(C(C)(C)C)cc1C(=O)Nc1cccc(C(=O)O)c1,5,-70,-136,-54,-12,-82,-6,-88,-5,-31,-1
CSCc1ccc(C(=O)OCC(=O)NC2CCCC2)o1,0,-4,8,21,-4,-5,-17,-4,8,-5,-3
CCC(C)(C)NC(=O)C(c1ccc(OC)cc1)N(C(=O)CCC(=O)Nc1cc(C)on1)c1ccc(OC)c(OC)c1 (stereo not given),0,-7,-2,-9,-5,10,-4,10,22,-27,-2
O=c1oc2ccccc2cc1-c1nc2c(s1)CCCC2,-4,66*,-108,-42,0,-52,3,-36,84*,-40,-3
# (continued)
SMILES,Granule exo inh,TROY NFkB inh,LRH-1 inv ag,NCOA2 inhibitor,TLR9-MyD88 inh,SRC1 inh,NOD2 RIPK2 PPI,SRC3 inh,TWEAK-Fn14 inh,NR2F2 inh,ABHD5 PLIN5 PPI
COc1ccccc1NC(=O)c1ccc(NC(=O)CN2CCN(C(=O)c3ccco3)CC2)cc1,-2,4,-6,-9,12,3,6,20,-8,8,4
COc1ccc(-n2c(C)cc(-c3cn4cccc(C)c4n3)c2C)cc1,-1,-26,3,-40,-15,1,-6,-15,6,7,10
COc1cc(C(=O)OC(C)c2ccc(F)cc2)ccc1OCC(=O)N1CCOCC1 (stereo not given),-2,-2,19,-3,1,-2,-13,-16,-10,22,4
CC(=O)c1cccc(Oc2ncccn2)c1,-4,-29,0,-16,-2,1,-3,5,2,-17,-11
Clc1nnc(N2CCCCC2)c2ccccc12,-3,-5,-3,13,-8,10,1,14,15,-3,2
O=C(Cc1cccc(NC(=O)C2CCCN(C(=O)C3CC3)C2)c1)Nc1cccc(C(=O)N2CCCC2)c1 (stereo not given),4,13,-20,-7,-3,-24,-5,-26,-20,-1,-2
Cc1cccn2c(=O)c3cc(C(=O)NCc4ccco4)c(=N)n(C(C)C)c3nc12,1,10,13,-8,-4,-22,-5,-10,9,-9,27*
CS(=O)(=O)Nc1cccc(C(=O)CC2(O)C(=O)Nc3ccc(Br)cc32)c1 (stereo not given),0,-3,11,11,0,-17,-16,2,-2,21,3
CCCCc1cc(=O)oc2cc(OCC(=O)NCC3CCC(C(=O)O)CC3)ccc12 (stereo not given),6,-15,0,-11,7,-16,-1,9,-11,10,6
CCc1cccc(NC(=S)N(CCN(C)C)C(C)c2ccncc2)c1 (stereo not given),-2,-7,-11,6,-11,2,-10,2,4,7,-5

# Some of the entries so far, with two lines to a compound:
# Screens in order – Granule exo inh	TROY NFkB inh	LRH-1 inv ag	NCOA2 inhibitor	TLR9-MyD88 inh	SRC1 inh	NOD2 RIPK2 PPI	SRC3 inh	TWEAK-Fn14 inh	NR2F2 inh	ABHD5 PLIN5 PPI
CCCCCc1ccc(-c2cn(CC3CCCCC3)nn2)cc1
→ -5	-33	-17	-10	-3	-4	-5	0	-15	-9	2
CCOC(=O)C1=NS(=O)(=O)NC(C)=C1
→ 0	10	-8	-2	-10	1	6	-7	6	-14	0
